# ssDAF12 agonist: S. stercoralis DAF-12 nuclear receptor activators, primary screen, cell-based, luminescence, HEK293, GRIP1 co-expression, lit1-tk-luc; Nuclear hormone receptor DAF-12 (Strongyloides stercoralis); HEK293 ssDAF-12/GRIP1 lit1-tk-luc reporter; % of 3 µM dafachronic acid response; activation, % at 6.8 µM; 370,000 compounds, 1% hits; AID 652126, 2013;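 active = activation above the mean over all tested compounds plus 3 SD, cut at about 0.9% in these data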;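 note: 0% = DMSO-only wells and 100% = 3 µM delta7-dafachronic acid wells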
# sPLA2-III inh: human group III sPLA2 inhibitors, primary screen, biochemical, QFRET, BODIPY PC-A2 liposome substrate. Group 3 secretory phospholipase A2 (Homo sapiens), Q9NZ20. QFRET BODIPY PC-A2 liposome hydrolysis, fluorescence. inhibition, % at 12.2 µM. 370,000 compounds, 0.56% hits;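 active = inhibition above mean plus 3 SD of compounds lying within the high and low control bounds, cut at about 19% in these data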;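 note: 0% = median of test compound wells and 100% = no enzyme DMSO wells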
# ADAM17 inh: ADAM17 inhibitors, primary screen, biochemical, QFRET; Disintegrin and metalloproteinase domain-containing protein 17 (Homo sapiens), P78536; recombinant ADAM17, EDANS/DABCYL FRET peptide cleavage; inhibition, % at 6.95 µM; 370,000 compounds, 0.83% hits;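 active = inhibition above the mean of compounds lying between control limits plus 3 SD, set per campaign, cut at about 8.5% in these data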;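 note: 0% = DMSO-only wells as the low control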
# hcDAF-12 act: H. contortus DAF-12 nuclear receptor activators, primary screen, cell-based, luminescence, HEK293, lit1-tk-luc reporter | HEK293 hcDAF-12 lit1-tk-luc reporter; 0% DMSO, 100% Δ7-dafachronic acid | activation, % at 6.8 µM | 370,000 compounds, 1.4% hits | AID 652067, 2013;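 active = activation above the mean of all tested compounds plus 3 SD, cut at about 5.5% in these data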;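 note: 100% = response to 3 µM Δ7-dafachronic acid high control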
# ADAM10 inh: human ADAM10 inhibitors, primary screen, biochemical, QFRET, HTS; recombinant ADAM10, EDANS/DABCYL FRET peptide cleavage, 3 h; inhibition, % at 7 µM; 370,000 compounds, 0.62% hits;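 active = inhibition above a per-campaign cutoff equal to the mean of compounds falling between control-based bounds plus 3 SD, cut at about 20% in these data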;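 note: 0% = DMSO wells while the 100% control is not disclosed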
# PLC-gamma1 inh: PLC-gamma1 enzyme inhibitors, primary screen, biochemical, fluorescence, purified enzyme | 1-phosphatidylinositol 4,5-bisphosphate phosphodiesterase gamma-1 (Homo sapiens), P19174 | fluorogenic substrate | inhibition, % at 12.2 µM | 370,000 compounds, 0.84% hits; in the data active = inhibition above about 9.5%
# Target sequence (P19174 whole entry, looked up): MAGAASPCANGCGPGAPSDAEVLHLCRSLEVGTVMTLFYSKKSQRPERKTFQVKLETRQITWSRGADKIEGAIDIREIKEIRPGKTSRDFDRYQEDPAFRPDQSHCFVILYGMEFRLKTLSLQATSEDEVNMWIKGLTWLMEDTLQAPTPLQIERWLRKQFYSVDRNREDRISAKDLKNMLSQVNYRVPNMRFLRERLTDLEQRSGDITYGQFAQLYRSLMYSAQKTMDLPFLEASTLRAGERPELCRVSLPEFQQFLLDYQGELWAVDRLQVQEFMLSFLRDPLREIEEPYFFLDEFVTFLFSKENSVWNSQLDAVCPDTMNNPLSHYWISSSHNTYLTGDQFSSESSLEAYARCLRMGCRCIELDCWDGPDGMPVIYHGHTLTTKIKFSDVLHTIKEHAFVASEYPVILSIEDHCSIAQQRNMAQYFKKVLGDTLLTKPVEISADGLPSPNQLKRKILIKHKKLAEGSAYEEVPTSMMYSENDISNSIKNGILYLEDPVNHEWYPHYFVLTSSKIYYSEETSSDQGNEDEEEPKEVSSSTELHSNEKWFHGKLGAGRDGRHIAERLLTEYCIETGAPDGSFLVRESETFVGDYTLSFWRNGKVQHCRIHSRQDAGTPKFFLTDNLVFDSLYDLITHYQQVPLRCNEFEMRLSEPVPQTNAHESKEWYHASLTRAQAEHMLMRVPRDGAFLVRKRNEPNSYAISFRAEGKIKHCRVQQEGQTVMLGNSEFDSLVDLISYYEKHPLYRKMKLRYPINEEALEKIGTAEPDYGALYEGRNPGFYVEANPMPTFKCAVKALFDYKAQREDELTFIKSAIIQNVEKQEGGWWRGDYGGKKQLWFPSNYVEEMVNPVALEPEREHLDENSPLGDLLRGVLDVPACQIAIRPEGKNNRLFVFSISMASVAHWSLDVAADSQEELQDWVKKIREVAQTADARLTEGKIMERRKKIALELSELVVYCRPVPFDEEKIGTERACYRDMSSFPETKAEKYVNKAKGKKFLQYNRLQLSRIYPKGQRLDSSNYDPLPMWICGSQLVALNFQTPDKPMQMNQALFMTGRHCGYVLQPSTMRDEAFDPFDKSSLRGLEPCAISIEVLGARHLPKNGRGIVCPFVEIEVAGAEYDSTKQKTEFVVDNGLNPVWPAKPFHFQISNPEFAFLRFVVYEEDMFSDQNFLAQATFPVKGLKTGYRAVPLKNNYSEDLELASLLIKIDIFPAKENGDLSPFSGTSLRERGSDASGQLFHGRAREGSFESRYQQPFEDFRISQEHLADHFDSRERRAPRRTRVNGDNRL
# DAX1 inh-1: DAX1 (NR0B1) inhibitors on StAR promoter, primary screen, cell-based, luminescence, SF-1 (NR5A1), full-length DAX-1. AID 652010, 2013. inhibition, % at 6.8 µM. HEK293T StAR-luciferase reporter, SF-1/DAX-1 repression relief. 370,000 compounds, 1.1% hits;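 active = inhibition above the mean over all tested compounds plus 3 SD, cut at about 3.6% in these data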;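 note: 0% = DAX-1 cells with DMSO and 100% = cells lacking DAX-1 with DMSO; higher inhibition means more luminescence from relief of DAX-1 repression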
# hgDAF12 agonist: H. glycines DAF-12 receptor agonists, primary screen, cell-based, luminescence, HEK293, GAL4 fusion, UAS-luciferase; AID 687014, 2013; activation, % at 6.8 µM; HEK293 GAL4-hgDAF12 UAS-luciferase reporter, agonist luminescence; normalized to butyrate control; 370,000 compounds, 1.8% hits; Nuclear hormone receptor DAF-12 (Heterodera glycines), GAL4 fusion;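 active = activation above a cutoff set at the mean of all screened compounds plus 3 SD, cut at about 10% in these data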;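 note: 0% = DMSO wells and 100% = sodium butyrate wells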
# PLCb3 inh: human PLC-beta3 inhibitors, primary screen, biochemical, fluorescence | 370,000 compounds, 0.18% hits | inhibition, % at 12.2 µM | 1-phosphatidylinositol 4,5-bisphosphate phosphodiesterase beta-3 (Homo sapiens), Q01970 | Purified PLC-beta3, fluorogenic substrate; in the data active = inhibition above about 11%;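 note: 0% = median of compound wells on plate and 100% = full blocker control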
# FXN GAA850 act: FXN promoter activators, primary screen, cell-based, luciferase luminescence, HEK293 lucGAA850; HEK293 lucGAA850 FXN promoter luciferase reporter, 24 h; percent of 10 µM SAHA response; activation, % at 6 µM; 360,000 compounds, 0.56% hits;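 active = activation above the average of all compounds screened plus 3 SD, cutoff fixed separately per campaign, cut at about 7.5% in these data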;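 note: 0% = DMSO wells and 100% = 10 µM SAHA wells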
# DAX1 inh-2: DAX1 (NR0B1) inhibitors, primary screen, cell-based, HEK293, Gal4-DAX1, luciferase luminescence; Nuclear receptor subfamily 0 group B member 1 (Homo sapiens), P51843; HEK293 Gal4-DAX1 luciferase reporter; inhibition, % at 6.75 µM; 340,000 compounds, 0.99% hits; AID 504766, 2011;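 active = inhibition above the mean over all tested compounds plus 3 SD, cut at about 4.2% in these data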;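 note: 0% = DAX1-transfected cells with DMSO and 100% = empty-vector control cells with DMSO; inhibition shows as a rise in luminescence from relieved DAX1 repression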
# Numbers without * were called inactive; i = inactive; x = not tested or not shown.
SMILES,ssDAF12 agonist,sPLA2-III inh,ADAM17 inh,hcDAF-12 act,ADAM10 inh,PLC-gamma1 inh,DAX1 inh-1,hgDAF12 agonist,PLCb3 inh,FXN GAA850 act,DAX1 inh-2
OC(c1ccccc1)c1ncc(-c2ccc(Cl)cc2)[nH]1 (centres undefined),-0.7,4,4,1.9,0,1,3.0,4.4,3,1.8,x
C=CCNC(=O)C1CC2Cn3c(nc4cc(C)c(C)cc43)C2N1C (centres undefined),-0.9,5,-1,0.0,1,1,1.0,0.6,1,-1.0,2.0
COCCOC(=O)C1=C(C)NC(=O)CC1c1cc2c(cc1Br)OCO2 (centres undefined),-1.1,0,0,-1.9,3,2,0.4,-1.3,5,-0.4,1.1
Cc1cc(C)nc(/N=C(\N)Nc2ccc(-c3ccccc3)cc2)n1,-2.8,4,1,-5.2,4,3,-2.4,-5.9,1,-1.9,-3.8
CC1=NN(c2ccccc2)C(=O)C1C=Nc1ccc(N(C)C)cc1 (centres undefined),-0.9,0,-5,-0.6,-6,-3,-0.6,-1.7,-13,-2.2,x
Cc1cc(C(=O)N2CCN(c3cccc(Cl)c3)CC2)c(C)o1,-1.3,-4,-4,-1.0,-4,-1,-1.4,2.1,-1,-4.8,-1.4
COc1ccc(NC(=O)/C(C#N)=C\c2ccc(Br)o2)cc1,-1.0,2,-5,0.2,-10,-1,0.4,10,-5,3.1,0.1
COc1cc2c(=O)n(CCC(=O)NCC3CCCO3)c(=O)n(CC(=O)c3ccc(Cl)cc3)c2cc1OC (centres undefined),-2.0,2,-1,-0.3,-1,3,-0.4,-1.2,-3,3.5,5.3*
COc1ccc(-n2c(CCC(=O)O)ccc2-c2ccccc2)cc1,-0.5,-21,1,1.7,0,-23,0.4,-0.4,-25,0.4,0.4
O=C1c2ccccc2CC1Sc1nnc(-c2ccncc2)o1 (centres undefined),0.6,-25,-2,2.7,-3,-1,0.1,1.5,-5,0.7,1.1
CN(Cc1nc2ccccc2c(=O)[nH]1)C(=O)c1ccc(S(=O)(=O)N(C)C)cc1,-1.4,0,0,-2.6,6,-6,-0.5,0.1,-2,5.3,0.7
CS(=O)(=O)N(CC(=O)NCCc1ccccc1)c1cccc([N+](=O)[O-])c1,-0.2,2,1,0.4,4,2,1.4,-0.1,-1,2.6,3.0
COc1ccc(C2CC(=O)C(c3ccccc3C)=CN2Cc2ccccc2)cc1 (centres undefined),-0.8,-2,-1,-3.3,-15,-20,0.7,-2.6,-32,x,x
Cc1[nH]n(-c2ccccc2)c(=O)c1C1(C(F)(F)F)C(=O)N(c2ccc(F)cc2)C2=C1C(=O)CC(C)(C)C2 (centres undefined),-0.9,1,-1,0.9,-4,3,0.5,-0.1,4,-5.6,0.2
Clc1ccc(-c2nc3nc4ccccc4nc3n2Cc2ccco2)cc1,1.1*,1,-167,8.4*,-490,-124,3.1,14*,-153,0.6,3.5
CCCN(C(=O)CSc1nnc(N)s1)c1c(N)n(Cc2ccccc2)c(=O)[nH]c1=O,-0.8,3,-3,0.7,-14,-3,-1.4,-3.8,1,-1.6,-2.0
O=c1[nH]nc(Cc2ccc([N+](=O)[O-])cc2)c2ccccc12,-0.6,8,-10,3.0,0,-1,0.2,1.3,-9,3.8,0.4
CC(C(=O)OCC(=O)c1ccccc1)N1C(=O)c2ccccc2C1=O (centres undefined),-1.4,-1,-1,-1.1,-11,0,0.7,-1.6,-6,-3.0,0.9
O=C(CSc1nc(=O)n(CCCN2CCOCC2)c2c1CCCC2)Nc1ccccc1Cl,-0.8,0,-2,-0.8,-10,-3,1.2,2.5,-6,0.6,-1.5
CC(=O)NC(c1ccccc1)c1nc(-c2cccs2)cs1 (centres undefined),-1.0,6,-2,-0.6,-3,0,-0.8,3.7,-4,1.4,x
Cc1ccc(-c2cnc(NC(=O)c3cccc(Br)c3)s2)c(C)c1,-1.3,1,-1,-1.4,6,-5,-0.4,0.6,-5,-1.6,0.9
Cc1ccc(C(=O)NS(=O)(=O)c2ccc(N=NN(C)C)cc2)cc1,-2.0,-11,-1,-1.9,1,-1,0.2,-3.0,-3,3.1,-0.8
Cc1cc(NCc2ccccn2)ccc1Br,-1.2,7,-1,3.5,5,2,1.3,9.6,6,6.5,0.4
C[C@H](CO)N1C[C@H](C)[C@@H](CN(C)C)OCc2cnnn2CCCC1=O,-0.9,4,-6,0.7,-12,2,0.8,1.1,3,0.0,-0.1
CCCN1C(=O)c2ccc(C(=O)Nc3ccc4c(c3)OCO4)cc2C1=O,-0.8,0,-5,0.3,-4,-1,-1.5,1.4,-8,-1.4,0.8
Cn1c(SCc2ccc(C#N)cc2Cl)nc2ccccc21,0.0,-9,-1,3.6,0,1,3.5,12*,-1,5.6,4.3*
O=C(CN(c1ccccc1)S(=O)(=O)c1ccccc1[N+](=O)[O-])NN=C1CCCCCCC1,-0.6,-20,1,-1.9,8,0,0.7,1.7,5,1.8,-0.9
C[C@@H]1CN([C@H](C)CO)C(=O)c2cc(Br)cnc2O[C@@H]1CN(C)C(=O)Cc1ccccc1,-0.8,0,-1,0.7,-14,-3,1.0,1.6,0,-0.1,0.8
Cc1ccc(SC2=C(Sc3ccc(C)cc3)C(=O)c3ccccc3C2=O)cc1,0.7,-5,-5,9.7*,4,-6,1.6,6.1,-8,5.9,3.1
CCOc1cc2c(cc1OCC)C(c1ccc(OC)cc1)N(c1ccccc1)C(=O)C2 (centres undefined),-0.9,-1,2,-0.9,1,-2,0.5,-0.5,5,1.9,-1.0
O=C(COc1ccc(/C=N/NC(=O)c2ccccc2O)cc1)Nc1ccccc1,-1.3,3,-3,0.0,-14,-14,-0.3,-0.4,-30,0.1,1.5
Cn1c(N)c(C#N)c2c(c1=S)COC(C)(C)C2,-1.1,7,-4,-1.4,3,-1,0.9,-0.7,-3,-1.9,0.8
O=C(COC(=O)c1cccc(Cl)c1)Nc1cc(S(=O)(=O)N2CCOCC2)ccc1N1CCOCC1,-0.6,4,-4,-0.5,-10,3,-0.9,-0.2,-1,-0.3,0.7
C#C[C@]1(OC(C)=O)CCC2C3CCC4=CC(=O)CC[C@@H]4C3CC[C@@]21C (some centres undefined),-2.2,-2,-6,-3.8,-7,0,-1.2,0.3,-1,0.3,-0.3
CNC(=S)Nc1ccc(Br)cc1,-0.8,5,2,-0.6,0,2,0.2,-1.4,0,-0.3,0.0
Cc1occc1C(=O)NNC(=O)COc1ccc(Br)cc1Br,-0.3,-8,8.8*,1.5,12,2,0.4,4.3,2,1.6,0.1
COc1cc(NC(=O)CSCC(=O)N(C)C2CCCCC2)cc(OC)c1,-1.8,-4,3,0.0,-1,-4,0.0,-0.5,-7,-2.9,-0.7
CC(=O)Nc1ccc(NC(=O)COC(=O)c2ccc(S(=O)(=O)NCc3ccco3)cc2)cc1,-0.8,-11,-3,0.8,-2,1,0.4,3.1,1,-1.4,-0.6
CCn1c(=NC(=O)CSCC(=O)Nc2nccs2)sc2ccccc21,-1.5,0,-3,-1.8,5,0,0.3,0.4,-4,0.7,-0.5
CC1CCN(CCCCOc2ccc(Br)cc2)CC1,-0.9,20*,4,1.6,-14,9,0.0,-0.6,-1,1.1,-0.4
Nc1nc(COc2ccccc2C=O)nc(Nc2ccccc2)n1,-0.9,13,-5,0.0,-4,1,0.6,0.9,-20,3.0,0.4
O=C(Cn1c2c(c(-c3ccccc3Cl)cc1=O)CCC2)NCC1CCCO1 (centres undefined),-0.7,11,-32,-0.7,-118,-12,0.0,-3.3,-27,-2.8,-0.2
Cc1cccc(CNC(=O)C2CCC(=O)N(CC3CCCCC3)C2)c1 (centres undefined),-1.1,-1,-1,0.0,-10,3,-0.4,-0.2,1,0.3,0.9
CCn1c(NCc2cc(OC)c(OC)c(OC)c2)nc2ccccc21,-1.4,-3,-5,-3.4,2,-1,-1.0,-1.1,-5,-1.2,2.0
COC(=O)C1=C(C(=O)OC)[C@@H]2N(C)c3ccc(OC)cc3[C@@]23C[C@@H](C(=O)OC)N(S(=O)(=O)c2ccc([N+](=O)[O-])cc2)C3=N1,-1.0,0,1,-1.1,4,1,0.4,-2.6,0,0.2,-1.5
Cc1cccc(C(=O)NC(NC(=S)Nc2ccc(S(N)(=O)=O)cc2)C(Cl)(Cl)Cl)c1 (centres undefined),-0.2,-7,6,-1.3,7,7,-0.2,2.4,3,-0.3,3.0
Fc1ccc(C2=NN(c3ccccc3)C(c3ccco3)C2)cc1 (centres undefined),-1.5,2,-408,0.2,i,i,0.2,-1.1,i,3.1,1.4
CCS(=O)(=O)N1CCN(C(=O)c2cccnc2)CC1,-0.7,7,-6,0.3,-2,1,0.2,-0.9,-3,-1.4,-0.7
CC(=O)Nc1ccc(S(=O)(=O)Nn2cnnc2)cc1,-1.4,3,-1,1.3,-1,-1,0.2,7.4,3,-0.3,-0.4
COc1ccc2c(c1)nc(N)n2Cc1ccccc1,-1.5,-2,-8,0.0,-10,-6,-1.2,-3.6,-5,1.0,-1.7
Cc1ccc(-c2nnc(N3CCN(C(=O)COc4ccccc4)CC3)c3ccccc23)cc1,-0.5,1,-3,-1.3,0,0,-1.4,2.3,4,-1.5,-1.1
CCCC(C(=O)c1ccccc1)n1cncn1 (centres undefined),-1.1,1,-2,0.6,9,0,-0.1,2.9,1,0.6,0.4

# Sorted by the number under sPLA2-III inh (descending): 3 from the list above
Structure | sPLA2-III inh
CC(=O)Nc1ccc(S(=O)(=O)Nn2cnnc2)cc1 | 3
Cc1ccc(-c2nnc(N3CCN(C(=O)COc4ccccc4)CC3)c3ccccc23)cc1 | 1
COc1ccc2c(c1)nc(N)n2Cc1ccccc1 | -2

# An unsorted share of the library; any-hit rate near 6.9%.
